Source: PubChem (several laboratories)
SIAE primary: human SIAE inhibition, primary screen | inhibition, % at 9.66 µM | Q9HAT2 | AID 1053197 | SIAE FP-Rh probe binding, fluorescence polarization | hit rate 0.69% among 370,000;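 active means inhibition above a cutoff: mean of compounds within the control limits plus 3 SD of those, cut at about 17% in these data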;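 further: 0% = plate median of compound wells and 100% = probe without SIAE protein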
Target sequence (Q9HAT2 whole entry, looked up): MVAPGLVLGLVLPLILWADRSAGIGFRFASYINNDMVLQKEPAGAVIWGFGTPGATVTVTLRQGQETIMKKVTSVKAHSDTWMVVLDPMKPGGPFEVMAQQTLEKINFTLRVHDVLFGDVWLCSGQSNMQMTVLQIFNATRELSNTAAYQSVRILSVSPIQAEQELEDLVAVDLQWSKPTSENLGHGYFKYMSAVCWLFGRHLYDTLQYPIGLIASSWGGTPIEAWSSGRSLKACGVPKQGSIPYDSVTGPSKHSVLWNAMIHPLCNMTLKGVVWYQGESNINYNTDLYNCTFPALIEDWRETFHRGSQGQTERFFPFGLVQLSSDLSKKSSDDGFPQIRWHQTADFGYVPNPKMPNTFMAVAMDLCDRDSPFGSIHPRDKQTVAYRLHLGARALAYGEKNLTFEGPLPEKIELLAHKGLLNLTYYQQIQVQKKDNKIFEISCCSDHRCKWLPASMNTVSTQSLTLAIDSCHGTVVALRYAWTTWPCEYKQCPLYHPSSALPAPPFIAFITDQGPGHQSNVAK
GC-B act: GC-B (human) receptor activation; hit rate 0.11% among 370,000; activation, % at 10 µM; P20594; HEK293-GC-B cells, CNP EC30, cGMP TR-FRET; 0% at EC30 CNP, 100% saturating CNP;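 active means activation at 10 µM reaching about 35% in either raw or pattern-adjusted values, limit read from the data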
TCR-CD3 inh: blocks the human TCR-CD3 interaction; AID 651800; TAMRA-labeled TCR probe fluorescence, biochemical; inhibition, % at 9.4 µM; hit rate 0.37% among 360,000; in the data active means inhibition above about 19%;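 further: recombinant mutant TCR 2C K166C tagged with TAMRA read by polarization; 0% = receptor in buffer alone and 100% = receptor with positive control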
PRMT1 FP inh: PRMT1 (human) inhibition, primary screen. Q99873. recombinant PRMT1, activity-based probe fluorescence polarization. inhibition, % at 2.79 µM. hit rate 1.3% among 370,000. AID 652257;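 active means inhibition above about 21% made by adding two undisclosed values, limit read from the data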
rCAG binder: molecules binding r(CAG) RNA repeats | r(CAG) RNA repeat, TO-PRO-1 dye displacement fluorescence | inhibition, % at 3 µM | hit rate 1.3% among 370,000;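 active means inhibition above the plate cutoff, the mean of all test compounds on that plate plus 3 SD, cut at about 35% in these data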;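 further: 0% = DMSO alone and 100% = 100 µM mitoxantrone as full dye displacement; higher means more dye released from RNA so lower well fluorescence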
UHRF1 binding: UHRF1 methyl-DNA binding inhibition; UHRF1 binding to methylated oligo, TR-FRET; hit rate 0.75% among 370,000; inhibition, % at 4.4 µM; Q96T88; in the data active means inhibition above about 21%;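 further: UHRF1 SRA domain binding a hemimethylated CpG hairpin DNA probe; 0% = median of test compound wells and 100% = reference inhibitor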
ABHD4 inh: inhibitors of mouse ABHD4; purified mABHD4, FP-Rh probe fluorescence polarization; inhibition, % at 8.92 µM; hit rate 0.54% among 370,000; Q8VD66;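 active means inhibition exceeding the mean over every tested compound plus 3 SD, cut at about 30% in these data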;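 further: 0% = plate median of compound wells and 100% = S159A mutant with DMSO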
Target sequence (Q8VD66 whole entry, looked up): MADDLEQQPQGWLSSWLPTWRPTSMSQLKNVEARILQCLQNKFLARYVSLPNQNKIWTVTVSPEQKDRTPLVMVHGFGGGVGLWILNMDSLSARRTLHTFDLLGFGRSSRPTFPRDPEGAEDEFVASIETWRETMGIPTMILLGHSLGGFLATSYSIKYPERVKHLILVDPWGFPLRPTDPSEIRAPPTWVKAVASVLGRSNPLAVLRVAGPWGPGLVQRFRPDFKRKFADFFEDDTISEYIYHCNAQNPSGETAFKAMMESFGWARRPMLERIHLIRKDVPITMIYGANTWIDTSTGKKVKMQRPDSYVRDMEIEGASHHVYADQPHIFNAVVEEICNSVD
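System: mouse ABHD4 enzyme, wild type / Medium: HEPES pH 7.0, NaCl, Pluronic buffer / Reagent: FP-Rh activity-based fluorescent probe / Control set: S159A mutant high control, sample median low control / Detection: fluorescence polarization with parallel and perpendicular emission, 525/598 nm / Schedule: 45 min + 60 min at 25 °C / Compound dosing: 8.92 µM, single dose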
HTRA1 inh: HTRA1 (human) protease inhibition. Q92743. recombinant HTRA1, FP-rhodamine activity-based probe, fluorescence polarization. inhibition, % at 5.96 µM. hit rate 0.5% among 340,000. AID 504803; in the data active means inhibition above about 36%;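 further: 0% = enzyme with DMSO and 100% = wells lacking enzyme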
MBD2 DNA inh: blocks human MBD2 binding to methylated DNA; Q9UBB5; TR-FRET, MBD2 binding to methylated oligonucleotide; inhibition, % at 4.4 µM; hit rate 0.31% among 370,000; AID 686964; in the data active means inhibition above about 13%
NPR1 activator: GC-A (human) enzyme activation; activation, % at 10 µM; P16066; HEK293 GC-A cells, cGMP TR-FRET, EC30 ANP; 0% at EC30 ANP, 100% saturating ANP; AID 1671463; hit rate 0.14% among 370,000; in the data active means activation above about 40%
The depositor's hits bear a star; / = not tested or not shown. A portion of the library; rates above refer to the full screens.

Compound,PRMT1 FP inh,TCR-CD3 inh,HTRA1 inh,NPR1 activator,SIAE primary,ABHD4 inh,rCAG binder,GC-B act,MBD2 DNA inh,UHRF1 binding
O=c1[nH]c(C2CCCN(S(=O)(=O)c3ccccc3)C2)nc2c1nnn2Cc1ccccc1Br (stereo not given),2,4,-23,3,-5,7,6,3,3,2
O=C(C[n+]1cccc(NC(=O)c2ccccc2)c1)c1cccc([N+](=O)[O-])c1,1,6,0,-2,3,0,5,-1,2,5
CCOC(=O)C1CCCN(C(=O)CCCn2nnnc2CN2CCC(C)CC2)C1 (stereo not given),0,3,2,1,2,8,-6,2,2,0
O=C1CC(C(=O)N2CCN(c3ccccn3)CC2)CN1Cc1ccccc1Cl (stereo not given),-3,3,-4,-5,-1,-2,-7,-2,4,-1
Cc1c(C)n(CCCN(C)C)c2ncnc(Nc3ccccc3)c12,0,2,4,-66,10,4,-1,-13,-1,-2
O=C(NCc1cccs1)[C@@H]1CCCN1S(=O)(=O)c1ccccc1F,-1,-2,-4,-3,-6,-8,1,4,0,2
CCN(CC)CCNC(C(=O)Nc1cccc(C(C)=O)c1)c1ccccc1 (stereo not given),3,3,-26,-7,1,4,2,1,2,1
CCN(CC)CCCNc1nc(-c2ccccc2)nc2ccccc12,2,-2,0,-4,-1,2,1,-4,3,6
Cc1cccc(SCc2noc(C(=O)NCC3CCCO3)c2C(=O)O)c1 (stereo not given),0,7,-5,4,-4,6,9,2,-7,0
COc1ccc(CN2CCN(Cc3csc(C(C)=O)c3)CC2CCO)c(C)c1C (stereo not given),4,-8,-6,1,-7,-9,-10,2,4,6
CCOC(=O)N=Nc1c2ccccc2c2nc3no[nH]c3nc12,0,4,/,3,-3,3,-1,3,-1,6
CCOC(=O)C1CCN(C2CCN(Cc3nc(-c4ccccc4)no3)CC2)CC1,2,-10,6,-6,-7,-4,-7,-3,9,6
Cc1ccc(C(=O)Nc2ccccc2C(=O)NC(Cc2c[nH]c3ccccc23)C(=O)O)cc1 (stereo not given),7,-4,-36,-1,-12,5,61*,1,2,5
O=S(=O)(Cc1ccccc1)Nc1ccc(S(=O)(=O)N2CCCC2)cc1,-2,-8,-1,-1,4,3,8,0,1,-1
CCCNC(=O)COC(=O)/C=C/c1cccc(F)c1,-2,0,3,0,-2,-2,-5,-5,4,-1
CNC(=O)C1CC(=O)N(CCc2ccccc2)C(=Nc2ccc(OC)cc2)S1 (stereo not given),6,-10,-2,-1,-1,-2,-3,-1,-3,0
Fc1nc(N2CCCC2)c(F)c(Oc2ccccc2Oc2c(F)c(F)nc(N3CCCC3)c2F)c1F,1,4,8,-2,0,-9,2,2,-3,-1
C/C(=N\NC(=S)NC(C)C)c1ccc(Cl)s1,2,-4,-13,5,5,6,-3,3,1,0
CCCCn1c(N)c(N(Cc2ccccc2OC)C(=O)C(C)Oc2ccc(F)cc2)c(=O)[nH]c1=O (stereo not given),2,-8,-3,1,4,-1,-1,2,2,3
CC(C)(C)NC(=S)NC(=O)C12CCC3CC(CC(C3)C1)C2,2,2,0,-5,-1,2,-4,6,-1,10
Cc1ccc([N+](=O)[O-])cc1S(=O)(=O)NCCc1cn2ccccc2n1,2,-5,-4,7,3,-3,1,-1,12,3
O=S(=O)(c1ccc(Cl)cc1)N1CCC(n2cnc3cc(C(F)(F)F)ccc32)CC1,0,-8,-45,0,-2,1,4,0,-6,1
Cc1ccc([N+](=O)[O-])cc1N/C=C/C(=O)c1ccco1,-1,3,-3,15,-8,7,0,14,-5,-8
Cc1ccccc1N1C(=O)N(c2cccc(C(F)(F)F)c2)C2CS(=O)(=O)CC21 (stereo not given),0,7,-6,0,-3,-4,-3,-1,-4,-4

Entries of single compounds, looked up by structure. Order of screens: PRMT1 FP inh, TCR-CD3 inh, HTRA1 inh, NPR1 activator, SIAE primary, ABHD4 inh, rCAG binder, GC-B act, MBD2 DNA inh, UHRF1 binding
`O=c1[nH]c(C2CCCN(S(=O)(=O)c3ccccc3)C2)nc2c1nnn2Cc1ccccc1Br` (stereo not given) reads 2, 4, -23, 3, -5, 7, 6, 3, 3, 2
`CCCNC(=O)COC(=O)/C=C/c1cccc(F)c1` reads -2, 0, 3, 0, -2, -2, -5, -5, 4, -1
`O=C(C[n+]1cccc(NC(=O)c2ccccc2)c1)c1cccc([N+](=O)[O-])c1` reads 1, 6, 0, -2, 3, 0, 5, -1, 2, 5

Remaining list, next part
Compound,PRMT1 FP inh,TCR-CD3 inh,HTRA1 inh,NPR1 activator,SIAE primary,ABHD4 inh,rCAG binder,GC-B act,MBD2 DNA inh,UHRF1 binding
COc1cc(OC)cc(C(=O)NNC(=O)c2cc(=O)[nH]c3ccccc23)c1,1,13,1,0,0,-1,-4,2,3,1
CCN(CC)C(=S)SC1CCCCN(C(=O)c2ccccc2)C1=O (stereo not given),4,-3,-14,-2,0,2,-7,-2,4,2
CCCc1cc(=O)oc2c(C)c(OS(C)(=O)=O)ccc12,1,-8,2,3,1,5,-2,1,-5,1
COc1ccccc1N1CCN(C2CCCN(C(=O)c3ccoc3)C2)CC1 (stereo not given),2,-2,-4,1,3,4,1,1,-2,5
COc1ccc(S(=O)(=O)NCc2ccco2)cc1C(=O)N1CCOCC1,0,5,-1,-1,8,6,2,0,1,-1
CCOC(=O)N1CCc2cc(OC)c(OC)c3c2c1cc1cc(OC)c(OC)cc13,6,27*,10,5,16,63*,14,3,-5,-1
O=C(NCCCl)Nc1cccc(Br)c1,1,-1,2,-2,8,4,0,0,3,2
NNC(=O)c1csc(-c2ccc(C(F)(F)F)cc2Cl)n1,7,-6,-29,-5,-7,-12,1,-1,7,-1
Cc1c(NC(=S)NC(=O)c2ccc(-c3ccc(Cl)cc3)o2)cccc1C(=O)O,-1,11,-3,6,-7,-2,2,1,-5,0
COc1ccc(N2CCN(CC(O)COC(c3ccc(F)cc3)c3ccc(F)cc3)CC2)cc1 (stereo not given),7,0,-6,0,8,15,-4,-1,-2,0
O=[N+]([O-])c1ccc(N/N=C/c2ccccc2O)cc1,1,-5,7,2,40*,9,27,-5,1,1
Clc1ccc(-c2cnc3n2CCCCC3)cc1,0,-5,-3,-5,-1,-3,-4,-6,1,0
COCCNC(=O)COc1ccc(C)cc1C(=O)c1cc(C#N)c(=O)n(C2CC2)c1,-5,4,3,2,-1,-2,-6,0,2,5
Cc1cc(C)c2c(n1)sc1c(=O)n(CC(=O)c3ccccc3)cnc12,1,6,3,11,-6,4,-1,0,3,-1
CC(C)CC(=O)Nc1ccc(-c2cn3cccnc3n2)cc1,3,-6,5,6,-8,3,5,-1,6,-4
O=C(C1=C[C@@H](c2csc3ccccc23)C[C@@H](OCc2ccc(CO)cc2)O1)N1CCOCC1,2,-4,-13,-1,2,-4,-1,3,-2,5
Cc1cc(C)n(CCC(=O)N=Nc2c(O)[nH]c3ccccc23)n1,-2,-1,3,1,12,2,-4,1,-1,-5
O=C(COc1ccc2c3c(c(=O)oc2c1)CCC3)NCc1cccnc1,1,1,3,-18,-3,0,0,-10,2,-3
COCCN1C(=O)[C@H]2C[C@@]13O[C@H](c1ccccn1)N=C3CC1c3ccccc3C[C@@]12C (stereo not given in full),3,-1,/,-2,7,6,-1,-5,1,2
O=C(Nc1ccc(N2CCOCC2)cc1)c1ccc2nc(-c3ccco3)c(-c3ccco3)nc2c1,2,0,0,6,-6,12,16,12,2,-3
Cc1ccccc1OCC(=O)Nc1ccc(N2CCN(C)CC2)c(Cl)c1,0,5,-6,4,0,8,-4,-8,1,2
COC(=O)C1CN(C(=O)C(C)Oc2ccc(C(C)C)cc2)c2ccccc2O1 (stereo not given),6,0,-6,0,-4,-11,-5,-4,2,0
CS(=O)(=O)N(Cc1ccc(Cl)cc1)c1ccc(C(=O)NCCSc2ccccn2)cc1,2,0,-19,-3,-3,-3,-4,-5,6,3
O=C1c2ccccc2C(c2nnnn2-c2ccc3c(c2)OCCO3)N1Cc1ccccc1 (stereo not given),0,-6,/,-6,1,1,2,2,-5,-2
Cn1c(=O)oc2cc(S(=O)(=O)Nc3cccc([N+](=O)[O-])c3)ccc21,1,-10,-2,5,4,6,11,2,0,1
C=CC(C)(C)c1[nH]cnc1/C=C1\NC(=O)C(C(C)C)NC1=O (stereo not given),-5,6,0,-2,-1,2,-1,-2,-5,-3
CCOc1ccccc1OCC(=O)OCC(=O)Nc1ncc(Cl)cc1Cl,9,-3,-2,-2,0,-21,2,0,3,3
COc1ccc(CCNC(=O)C2CCN(S(=O)(=O)c3ccc(C)cc3)CC2)cc1OC,-1,2,5,1,-17,-1,-8,0,1,-2
Cc1ccccc1/C=N/Nc1ccnc2cc(Cl)ccc12,-7,-1,5,1,26*,19,17,1,-3,-4
CCC(c1nc2ccccc2[nH]1)n1c(-c2cnccn2)nc2ccccc21 (stereo not given),-4,1,/,-13,4,-4,4,-12,-5,-2
COc1cc(OC)cc(-c2ncc3ccccn23)c1,6,3,-5,-3,-7,1,11,-7,-4,1
CCCC(=O)Nc1cc(C)c(NC(=O)Cc2ccccc2)cn1,1,0,/,-1,3,2,2,2,1,-2
N/C(=N\c1nc2c(c(=O)[nH]1)CCC2)Nc1ccccc1C(F)(F)F,-2,3,-7,3,-1,-1,-2,-4,2,-1
COc1cc(/C=N/Nc2nc(Nc3ccccc3)nc(N3CCOCC3)n2)ccc1OC(=O)c1ccco1,0,-2,-1,14,-54,1,6,6,-1,1
